Screening data (PubChem BioAssay)
HSF-1 act = HSF-1 activators, primary screen, NIH3T3-HGL cells, MG132 stress, luminescence, single point | NIH3T3-HGL HSF-1 luciferase reporter, 8 h; 100% = twice DMSO control signal | activation, % at 9 µM | actives 1.7% (n = 300,000);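 active = mean replicate activation of at least 50% with a set share of replicates each reaching 50%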;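 also: 0% = median of the neutral control wells and 100% = twice that signal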
DYRK1A inh = rat Dyrk1A kinase inhibitors, primary screen, biochemical, single point, plate reader; Dual specificity tyrosine-phosphorylation-regulated kinase 1A (Rattus norvegicus), Q63470; ADP-Glo luminescence, NFATc1 peptide; inhibition, % at 12.5 µM; actives 0.43% (n = 310,000); in the data active = inhibition above about 50%;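 also: plate controls were vehicle with enzyme for no effect and no enzyme for full effect; many of its hits are not listed in these tables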
GSK3 alpha inh = blockers of GSK3A enzyme activity – biochemical, luminescence, cell-free homogeneous, HTS, primary screen | GSK-3 alpha kinase, ADP-Glo luminescence, 60 min | inhibition, % at 10 µM | actives 0.1% (n = 320,000);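 in the data active = inhibition above about 50%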;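 also: GST-tagged GSK-3 alpha with peptide substrate and 25 µM ATP; 0% = DMSO neutral wells and 100% = GW8510 positive control wells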
Target sequence (P49840 whole entry, looked up): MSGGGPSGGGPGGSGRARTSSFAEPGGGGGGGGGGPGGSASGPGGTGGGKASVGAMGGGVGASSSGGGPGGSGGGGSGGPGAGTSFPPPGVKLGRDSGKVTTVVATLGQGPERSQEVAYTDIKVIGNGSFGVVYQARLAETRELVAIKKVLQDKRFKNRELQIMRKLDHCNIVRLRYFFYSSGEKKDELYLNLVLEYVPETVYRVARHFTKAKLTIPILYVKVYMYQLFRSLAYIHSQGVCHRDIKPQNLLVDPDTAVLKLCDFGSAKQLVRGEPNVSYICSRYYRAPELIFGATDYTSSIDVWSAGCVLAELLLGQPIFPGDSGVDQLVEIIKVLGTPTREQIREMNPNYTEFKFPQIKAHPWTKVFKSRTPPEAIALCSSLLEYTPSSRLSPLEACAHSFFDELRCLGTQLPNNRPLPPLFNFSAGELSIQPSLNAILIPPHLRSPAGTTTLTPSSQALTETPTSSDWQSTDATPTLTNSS
GSK3B inh = human GSK3beta kinase inhibitors, primary screen, biochemical, cell-free homogeneous, HTS. Glycogen synthase kinase-3 beta (Homo sapiens), P49841. GST-GSK3beta kinase, ADP-Glo luminescence, 60 min; hits give low values. activity score (negative = inhibition), % at 10 µM. actives 0.038% (n = 300,000). AID 2097, 2009;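 active = more than half of replicate wells score below -50%, meaning over 50% inhibition versus plate controls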;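 also: 0% = median DMSO wells and -100% = median GW8510 positive control wells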
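Assay system: GST-fused GSK3beta enzyme, cell-free / Medium: Tris pH 7.5 buffer with MgCl2, DTT, BSA, heparin / Also added: peptide substrate plus 25 µM ATP (final) / Compound: 10 µM single point / Timing: kinase reaction with compound 60 min at room temperature / Detection: ADP-Glo luminescence / Benchmarks: DMSO neutral wells and GW8510 at 20 µM as positive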
PolyA inh = polyadenylation inhibitors in yeast reporter cells, primary screen, luminescence, S. cerevisiae. S. cerevisiae SKY197-pL101 polyadenylation reporter, beta-gal luminescence; efflux-impaired pdr1/pdr3 knockout yeast; score 100 = 6 SD above DMSO. calls only at 12 µM. actives 0.02% (n = 300,000);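 active = lowest replicate activity score at least 50, where 100 means six control SD above control mean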;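 also: yeast exposed to compound for 9 h at 30 °C; higher score means more reporter readthrough which indicates perturbed polyadenylation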
Platelet DG rel = inhibitors of platelet dense granule secretion, primary screen, cell-based, MLPCN, human platelets | human platelet-rich plasma, SFLLRN dense granule ATP release, luminescence | inhibition, %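 (compounds screened at 7.5 µM in platelet-rich plasma)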 | actives 0.22% (n = 300,000) | AID 1663, 2009;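 active = mean replicate score, as percent of positive control, at or above 50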
HSP90 inh = HSP90 inhibitors, primary screen, cell lysate, luminescence | Rabbit reticulocyte lysate, luciferase refolding luminescence, 3 h | inhibition, % at 5.6 µM | actives 0.91% (n = 290,000) | AID 1789, 2009;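 active = inhibition above the screen-wide mean plus 3 SD, computed separately per campaign, cut at about 16% in these data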;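 also: 0% = DMSO wells and 100% = 60 µM geldanamycin wells; inhibitors lower the luminescence because luciferase stays unfolded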
HDAC3 inhib = HDAC3 deacetylase inhibitors, primary screen, biochemical, fluorescence, cell-free homogeneous; AID 2718, 2010; Histone deacetylase 3 (Homo sapiens), O15379; actives 0.15% (n = 320,000); inhibition, % at 8.3 µM; recombinant HDAC3, fluorogenic peptide/trypsin coupled; in the data active = inhibition above about 26%, passing the limit was not always enough
Target sequence (O15379 whole entry, looked up): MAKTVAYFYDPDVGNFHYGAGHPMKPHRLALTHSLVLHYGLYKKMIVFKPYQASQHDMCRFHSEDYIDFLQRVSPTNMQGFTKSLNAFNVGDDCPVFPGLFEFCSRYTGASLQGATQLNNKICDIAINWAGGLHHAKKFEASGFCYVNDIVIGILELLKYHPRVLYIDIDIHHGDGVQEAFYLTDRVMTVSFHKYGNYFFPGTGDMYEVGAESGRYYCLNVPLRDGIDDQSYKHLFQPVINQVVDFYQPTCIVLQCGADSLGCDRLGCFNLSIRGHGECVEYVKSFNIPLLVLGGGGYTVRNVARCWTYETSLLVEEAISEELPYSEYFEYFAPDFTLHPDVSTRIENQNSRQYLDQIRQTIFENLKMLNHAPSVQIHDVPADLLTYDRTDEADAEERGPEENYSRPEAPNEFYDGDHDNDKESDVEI
AI-2 QS mod = Vibrio harveyi AI-2 quorum sensing modulators, primary screen, JMH597 strain, luminescence/OD600 ratio | actives 0.4% (n = 300,000) | AID 2094, 2009 | Vibrio harveyi JMH597 AI-2 luminescence/OD600 ratio, 9 h; hits give low values; strain lacks LuxN and CqsS sensors; 0 = neutral-control median | activity change, % at 7.5 µM; in the data active = activity change below about -75%, passing the limit was not always enough;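 also: luminescence divided by OD600 gain over 9 h not by final OD600 alone; inactives centre near 13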
HSF1 inh = HSF1 inhibitors in luciferase reporter cells, primary screen, cell-based, NIH3T3, luminescence; activity change, negative = inhibition, % at 7.5 µM (by protocol); NIH3T3-HGL HSE-luciferase, MG132-induced, luminescence 8 h; hits give low values; actives 0.77% (n = 300,000); AID 2098, 2009;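 active = more than half of replicate wells show activity change below -50%, luminescence cut by over half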;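 also: luciferase reports HSF-1 transcriptional activity via heat shock element; 0% = median of DMSO wells and -100% = zero luminescence signal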
Numbers without * were called inactive; i = inactive; . = not tested or not shown.

structure,Platelet DG rel,HSP90 inh,GSK3 alpha inh,DYRK1A inh,PolyA inh,HDAC3 inhib,HSF1 inh,HSF-1 act,AI-2 QS mod,GSK3B inh
CCOC(=O)Cc1csc(NC(=O)c2cccc([N+](=O)[O-])c2)n1,-3,-4,0,3,i,6,-2,-3,33,-2
Cc1ccc(O)c(CNc2nc3ccccc3[nH]2)c1,-1,0,.,0,i,.,58,83*,-30,-1
Cc1ccc2nc(C)cc(C(=O)N3CCCC(N4CCN(c5ccccc5C)CC4)C3)c2c1 (stereo not given),15,0,-1,10,i,5,6,28,1,-1
CCOc1ccccc1N/C(=N/c1nc(C)cc(C)n1)NC(=O)Nc1ccc(Cl)c(Cl)c1,6,-7,-1,.,i,-6,2,-13,18,-1
Cc1nn(C)c(C)c1C1C(C#N)=C(N)OC2=C1C(=O)CC(C)(C)C2 (stereo not given),6,3,0,3,i,-2,-8,-8,7,2
NCCCC[C@H]1CNC(=O)C(=O)N1CC1CCCCC1,-1,.,0,7,i,0,-8,-19,-1,2
CC(Oc1ccccc1)C(=O)Nc1nc2c(s1)C(=O)CC(C)(C)C2 (stereo not given),5,1,0,-2,i,1,-2,-8,7,1
Cc1ccc2cc(C)c3nnc(SCC(=O)c4cccs4)n3c2c1C,10,-8,-2,-1,i,2,22,43,6,4
CC(C)CCN(C(=O)CNC(=O)c1cccs1)C(C(=O)NC1CCCCC1)c1cccnc1 (stereo not given),18,1,0,-1,i,6,-70*,-76,25,-1
O=C(N/N=C/c1ccc(O)cc1)c1csc2ccccc12,5,-2,3,15,i,7,4,24,-12,-20
CCc1nnc(NC(=O)c2ccncc2)s1,2,4,4,5,i,9,-3,0,28,1
NC(=O)C1CCN(C(=O)CCSc2ccccc2)CC1,2,-2,-2,-3,i,9,13,17,8,0
CCOC(=O)c1cncc(C#CCOC(=O)Nc2ccc(OC(F)(F)F)cc2)c1,7,4,-2,-10,i,0,-1,10,12,1
CCCCNS(=O)(=O)c1ccc2nc(-c3cccnc3)cc(C(=O)NC(C)C)c2c1,2,0,-2,6,i,3,12,32,23,4
CCOC(=O)C(NC(=O)NCc1cccc(C(F)(F)F)c1)(OCC)C(F)(F)F (stereo not given),4,7,2,-1,i,9,2,2,6,0
COc1cccc(C(=O)OCCCOC(=O)c2cccc(OC)c2OC)c1OC,-9,0,-1,-4,i,-7,2,-10,9,2
O=S1(=O)c2ccccc2C(CCO)N1Cc1ccccc1 (stereo not given),1,.,-3,10,i,-2,-12,-28,3,-5
Cc1cc(-c2ccccc2)nc(N(C)NC(=O)c2cccc(C(F)(F)F)c2)c1S(C)(=O)=O,5,6,-8,-1,i,-4,12,40,-8,-14
S=c1[nH]nc(CCSCc2ccccc2)n1-c1ccccc1,2,2,1,-4,i,-6,-1,-3,7,-2
CC(C)(C)c1cc(C(=O)N/N=C/c2ccncc2)n[nH]1,-8,1,2,-5,i,3,-2,-13,11,3
CCN(CC)CCN(Cc1cc2cc3c(cc2[nH]c1=O)OCO3)C(=S)NCC1CCCO1 (stereo not given),-1,0,-4,1,i,-17,-4,22,14,10
CCN(CC)c1ccc(NC(=O)c2ccccc2F)cc1,2,-1,2,2,i,13,26,36,-6,0
CC(C)(C)n1c(O)c2ccc(C(=O)N=NC(=O)c3ccccc3)cc2c1O,-3,4,1,-3,i,-9,4,-3,14,-2
NNC(=O)c1cc2c(N3CCC(Cc4ccccc4)CC3)ncnc2s1,-14,1,3,.,i,1,-10,8,16,0
O=C(c1ccc(Br)o1)N(Cc1ccccc1)Cc1ccccc1,-3,3,-3,4,.,8,6,6,-1,0
COc1ccc(S(=O)(=O)N2CCC(C(=O)NC(C)CCc3ccccc3)CC2)cc1 (stereo not given),8,-7,-2,-2,i,-4,18,18,35,0
COC(=O)c1ccc(NC(=O)CCn2cccc2)cc1,-28,2,-3,8,i,0,-4,-12,-14,0
CCCCC(=O)Oc1cc(C)[nH]c(=O)c1[N+](=O)[O-],-4,0,-2,0,i,0,-6,7,3,-4
CC(/C=N/N1CCN(c2ccc(C)cc2)CC1)=C\c1ccccc1,7,-2,.,-6,i,.,5,-1,30,-2
Cc1nc(-c2ccccc2)sc1C(=O)CSc1ccccc1,3,-1,-2,4,i,7,4,-3,-42,3
COc1ccc(Cl)cc1/C=C/c1ccc2cccc(O)c2n1,-1,1,-2,3,i,-6,-14,-3,-1,4
CCOC(=O)c1[nH]c(=O)[nH]c1CSCCO,2,-3,0,-2,i,-6,2,0,23,3
CSc1nc(C)c(C(=O)Nc2ccccc2)c(-c2ccco2)c1C#N,1,-4,-2,-1,i,1,-2,4,-2,0
O=C(CSc1ccc(F)cc1)Nc1ccc(Br)cc1,-2,-2,.,3,i,5,47,102*,-4,-1
NCCc1nnc(SCc2ccc(F)cc2)o1,-10,-2,-1,3,i,-1,40,64*,0,0
O=C(c1cc(-c2ccc(Cl)cc2)on1)N1CCN(c2ccccc2)CC1,0,-1,-2,-3,i,-2,28,42,11,1
CC1(C)CC(NC(=O)C2CCCCC2)CC(C)(C)N1,11,4,-2,3,i,-2,-6,9,9,1
CCOc1ccc(/C=C2\SC(=S)N(C(C(=O)O)c3ccccc3)C2=O)cc1OC (stereo not given),7,2,7,6,i,9,2,-17,30,-8
CC1CCN(C(=O)C2CCN(S(=O)(=O)c3cccnc3)CC2)CC1,-1,0,1,.,i,5,-6,19,12,5
CCCCn1c(N)c(N(CC(C)C)C(=O)CSc2ccc([N+](=O)[O-])cc2)c(=O)[nH]c1=O,8,.,-1,-2,i,7,5,-7,25,2
C=CCn1c(=O)n2ncnc2c2c3c(sc21)CCCC3,-5,3,2,-2,i,-7,-1,2,5,2
O=C(NCc1cccc(C(F)(F)F)c1)c1cc(-c2ccccc2)nn1CC1CC(c2cccnc2)=NO1 (stereo not given),-6,.,-2,4,i,2,-1,-11,21,4
Cc1ccc(-n2nc3c(=O)n(CCCC(=O)NCCN4CCN(C)CC4)nc(C)c3c2C)cc1,-18,0,7,-6,i,-2,1,1,15,3
CCCCC(=O)Oc1c(S(=O)(=O)c2ccc(C)cc2)c(C)nn1C(C)(C)C,-4,-5,4,-3,i,1,0,3,6,-1
COc1ccc(/C=C/C(=O)O)cc1S(=O)(=O)Nc1ccc2c(c1)OCO2,-3,2,-2,-5,i,3,-3,-3,18,-4
Cn1cnc(S(=O)(=O)Nc2ccccc2N2CCOCC2)c1,22,1,1,.,i,1,-12,-4,17,0
CNc1ccc(C(O)(C(F)(F)F)C(F)(F)F)cc1C(O)(C(F)(F)F)C(F)(F)F,-1,-4,0,-1,i,16,9,-10,25,2
O=C(COC(=O)c1ccc2c(c1)S(=O)(=O)c1ccccc1C2=O)NC1CC1,-3,1,0,-7,i,-11,-3,2,-1,0
COc1ccc(-n2nc(C(=O)NCC(=O)NCCCN3CCCCCC3)c3ccccc3c2=O)cc1Cl,5,5,-3,6,i,17,1,-13,8,-3
Nc1cc(=O)[nH]c(SCCNS(=O)(=O)c2ccccc2)n1,0,0,.,-6,i,5,1,12,32,5

Additional results follow:
structure,Platelet DG rel,HSP90 inh,GSK3 alpha inh,DYRK1A inh,PolyA inh,HDAC3 inhib,HSF1 inh,HSF-1 act,AI-2 QS mod,GSK3B inh
O=C(N1CCOCC1)N1CCN(S(=O)(=O)c2cccc([N+](=O)[O-])c2)CC1,-1,-2,8,-2,i,2,1,3,11,0
CCC(C)NS(=O)(=O)c1ccc(NC(=O)c2c(-c3ccccc3)noc2C)cc1 (stereo not given),3,-2,-1,7,i,2,-4,0,8,4
O=C(NCc1ccc2[nH]c3c(c2c1)CCCC3)c1ccc(S(=O)(=O)N2CCCCC2)cc1,3,1,-1,-1,i,3,10,6,16,2
CCOc1ccc(C(=O)N2CCn3c2nc2ccccc23)cc1,9,0,-2,-1,i,-3,9,17,22,2
O=C(c1ccc(Br)cc1)N(Cc1ccco1)C1CCS(=O)(=O)C1 (stereo not given),6,-2,-1,0,i,2,1,-17,10,-3

Part of the list above in a different format.
Platelet DG rel | HSP90 inh | GSK3 alpha inh | DYRK1A inh | PolyA inh | HDAC3 inhib | HSF1 inh | HSF-1 act | AI-2 QS mod | GSK3B inh | Structure
-4 | -5 | 4 | -3 | i | 1 | 0 | 3 | 6 | -1 | CCCCC(=O)Oc1c(S(=O)(=O)c2ccc(C)cc2)c(C)nn1C(C)(C)C
-3 | 2 | -2 | -5 | i | 3 | -3 | -3 | 18 | -4 | COc1ccc(/C=C/C(=O)O)cc1S(=O)(=O)Nc1ccc2c(c1)OCO2
22 | 1 | 1 | . | i | 1 | -12 | -4 | 17 | 0 | Cn1cnc(S(=O)(=O)Nc2ccccc2N2CCOCC2)c1
-1 | -4 | 0 | -1 | i | 16 | 9 | -10 | 25 | 2 | CNc1ccc(C(O)(C(F)(F)F)C(F)(F)F)cc1C(O)(C(F)(F)F)C(F)(F)F
-3 | 1 | 0 | -7 | i | -11 | -3 | 2 | -1 | 0 | O=C(COC(=O)c1ccc2c(c1)S(=O)(=O)c1ccccc1C2=O)NC1CC1
5 | 5 | -3 | 6 | i | 17 | 1 | -13 | 8 | -3 | COc1ccc(-n2nc(C(=O)NCC(=O)NCCCN3CCCCCC3)c3ccccc3c2=O)cc1Cl
0 | 0 | . | -6 | i | 5 | 1 | 12 | 32 | 5 | Nc1cc(=O)[nH]c(SCCNS(=O)(=O)c2ccccc2)n1
-1 | -2 | 8 | -2 | i | 2 | 1 | 3 | 11 | 0 | O=C(N1CCOCC1)N1CCN(S(=O)(=O)c2cccc([N+](=O)[O-])c2)CC1
3 | -2 | -1 | 7 | i | 2 | -4 | 0 | 8 | 4 | CCC(C)NS(=O)(=O)c1ccc(NC(=O)c2c(-c3ccccc3)noc2C)cc1 (stereo not given)
3 | 1 | -1 | -1 | i | 3 | 10 | 6 | 16 | 2 | O=C(NCc1ccc2[nH]c3c(c2c1)CCCC3)c1ccc(S(=O)(=O)N2CCCCC2)cc1
9 | 0 | -2 | -1 | i | -3 | 9 | 17 | 22 | 2 | CCOc1ccc(C(=O)N2CCn3c2nc2ccccc23)cc1
6 | -2 | -1 | 0 | i | 2 | 1 | -17 | 10 | -3 | O=C(c1ccc(Br)cc1)N(Cc1ccco1)C1CCS(=O)(=O)C1 (stereo not given)

A portion of the library; count on the stated rates, not on these rows.
